From PubChem BioAssay
aSyn rescue – alpha-synuclein toxicity inhibition in yeast; Yeast expressing alpha-synuclein, growth rescue, BacTiter-Glo, 24 h; Potency, µM (top dose mostly 46.1 µM), for inactives: top-dose growth rescue (activation), most hits filed as activators; AID 652106; 0.14% of 370,000 active; further: potency means the concentration at half of the fitted maximal effect; % of control where 0% means no effect; nearly all actives have a fitted effect of over 65% in size
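Rescue of yeast growth: cells expressing toxic alpha-synuclein, induced in galactose at OD600 0.02, incubated with compound 24 h at 30 C. ATP luminescence quantified growth; inhibitors of toxicity appear as activators.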
Abeta yeast res – compounds reversing amyloid beta toxicity in yeast. yeast expressing A-beta42, growth rescue, OD600, 48 h; response scale: 0% DMSO, 100% iron-clioquinol control. AID 1347071. 0.063% of 410,000 active. Potency, µM (doses to about 46.1 µM), inactives show at the highest dose growth rescue, usual class: activators; further: potency means the concentration at half of the fitted maximal effect; nearly all actives have a fitted effect of over 55% in size
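Yeast A-beta toxicity model in growth medium with pinned compounds, 48 h at 30 C; growth read as absorbance at 600 nm. Normalized to FeCl3/clioquinol equimolar mix (positive) and DMSO (negative).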
EPAC2 ag – EPAC2 (human) agonism; Potency, µM (doses to about 154 µM), for inactives: at the highest dose activation, most hits filed as activators; EPAC2 activation, biochemical qHTS; response scale: 100% = 6.5 mM cAMP response; 0.079% of 360,000 active; further: potency means the concentration at half of the fitted maximal effect; nearly all actives have a fitted effect of over 50% in size
Target sequence (Q8WZA2 whole entry, looked up): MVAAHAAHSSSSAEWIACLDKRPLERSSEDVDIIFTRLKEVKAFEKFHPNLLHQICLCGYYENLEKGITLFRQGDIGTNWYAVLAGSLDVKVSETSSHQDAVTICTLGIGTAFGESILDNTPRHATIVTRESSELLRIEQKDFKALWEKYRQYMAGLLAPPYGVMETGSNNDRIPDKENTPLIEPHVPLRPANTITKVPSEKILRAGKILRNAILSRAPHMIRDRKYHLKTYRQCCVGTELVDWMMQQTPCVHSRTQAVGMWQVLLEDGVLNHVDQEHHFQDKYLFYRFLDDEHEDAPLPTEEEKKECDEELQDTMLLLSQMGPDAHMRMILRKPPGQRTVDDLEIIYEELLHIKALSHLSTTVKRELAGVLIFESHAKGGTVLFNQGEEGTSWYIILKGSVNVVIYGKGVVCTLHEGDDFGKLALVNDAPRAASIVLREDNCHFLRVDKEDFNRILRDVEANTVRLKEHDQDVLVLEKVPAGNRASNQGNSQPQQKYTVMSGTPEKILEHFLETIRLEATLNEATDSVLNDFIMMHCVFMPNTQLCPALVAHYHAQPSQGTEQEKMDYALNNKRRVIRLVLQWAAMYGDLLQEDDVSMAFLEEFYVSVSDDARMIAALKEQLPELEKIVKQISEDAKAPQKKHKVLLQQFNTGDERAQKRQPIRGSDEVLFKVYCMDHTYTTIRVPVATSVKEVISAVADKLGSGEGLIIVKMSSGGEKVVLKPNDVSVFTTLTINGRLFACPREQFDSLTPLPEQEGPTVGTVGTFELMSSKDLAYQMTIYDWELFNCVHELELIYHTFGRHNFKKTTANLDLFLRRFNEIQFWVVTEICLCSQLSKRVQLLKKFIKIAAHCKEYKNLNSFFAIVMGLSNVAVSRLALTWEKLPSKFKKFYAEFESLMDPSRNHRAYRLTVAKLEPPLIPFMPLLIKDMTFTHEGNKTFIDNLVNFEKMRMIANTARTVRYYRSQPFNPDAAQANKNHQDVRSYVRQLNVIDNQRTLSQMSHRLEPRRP
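Setup: EPAC2 100 nM, labeled Rap1B complex 250 nM, free GDP 50 uM. Compound titrations pinned in, brief spin, 5 min room temperature incubation. Kinetic fluorescence read over 30 min, normalized to 6.5 mM cAMP.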
FUS suppressor – rescues growth of FUS-expressing yeast | S. cerevisiae FUS-expressing, growth rescue, OD600, 24 h | Potency, µM (titrated, usually from 76.6 µM), without a hit: at the highest dose growth rescue (activation), actives largely listed as activators | AID 1347120 | 0.24% of 390,000 active;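 further: potency means the concentration at half of the fitted maximal effect; plate controls were DMSO vehicle for no effect and reference control for full effect; nearly all actives have a fitted effect of over 55% in size; some results filed as inactive show a strong effect at the top dose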
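Read-out: OD at 600 nm after 24hr at 30C, reporting rescue of FUS-induced yeast toxicity. Cells at OD 0.005 in galactose (2%) minimal medium; compounds tested in a dilution series; CP55940 titration from 92uM final as control.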
EPAC2 antag – blocks human EPAC2 exchange factor. 0.18% of 360,000 active. AID 720708. Potency, µM (highest dose often 114 µM), inactives show at the top dose activity, negative = inhibition, usual class: inhibitors. Q8WZA2. EPAC2 GEF exchange of Rap1B-BODIPY-GDP, fluorescence; further: potency means the concentration at half of the fitted maximal effect; on the % scale 0 is the no-effect control and ±100 the full control effect; nearly all actives have a fitted effect of over 45% in size; many of its hits are not listed in these tables
TDP-43 yeast inh – TDP-43 toxicity inhibition in yeast | TDP-43 expressing yeast growth rescue, BacTiter-Glo, 24 h | 1.8% of 410,000 active | Potency, µM (series often up to 46.1 µM), for inactives: at the top dose growth rescue (activation), usual class: activators; further: potency means the concentration at half of the fitted maximal effect; % of control where 0% means no effect; nearly all actives have a fitted effect of over 50% in size
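Luminescence from BacTiter-Glo reports growth of TDP-43-expressing yeast after 24 hr at 30 deg C with compound. Cells were raffinose-pregrown to mid-log, then seeded in galactose medium at OD600=0.02.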
D3 antag – blocks the human D3 dopamine receptor; max response, negative = inhibition, %; D3R cells, DiscoveRx beta-arrestin luminescence, antagonist mode; active compounds read low; 2.5% of 360,000 active; in the data active means max response below about -50%; inconclusive means no clear call, values can overlap the other calls; further: on the % scale 0 is the no-effect control and ±100 the full control effect; mostly tested at two doses, the higher about 12 µM
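Cells plated overnight at 1500 cells/well, then exposed to library compounds with dopamine controls for 90 minutes at 37 degrees C. DiscoveRx reagent added for 30–60 minutes at room temperature; luminescence read, quantitative HTS format.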
DRD3 agonist – D3 dopamine receptor (human) agonism; P35462; D3R DiscoveRx beta-arrestin cells, luminescence, 90 min; max activation, %; 0.58% of 410,000 active; AID 652048; in the data active means max activation above about 30%; further: 0% is about no effect; mostly tested at two doses, the higher about 12 µM
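Agonist-mode cell screen: cells plated at 1500/well and incubated overnight at 37 °C, then exposed to library compounds for 90 min at 37 °C. Detection reagent was added for 30–60 min at room temperature, and luminescence was read.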
Starred values were filed as active, the others as inactive; ? = inconclusive; · = not tested or not shown; [ ] = another dose, or the depositor's remark. Unless noted, the call rests on the fitted dose curve; in most records, active means well fitted curve in the direction sought with a large enough effect; inconclusive means small, poorly fitted or top-dose-only effect, or another doubt; inactive means no such curve, though single readings can be large; an effect the other way counts as inactive or inconclusive. These rows are one share of the data. The share of hits here may be higher or lower than overall.

SMILES	aSyn rescue	Abeta yeast res	EPAC2 ag	FUS suppressor	EPAC2 antag	TDP-43 yeast inh	D3 antag	DRD3 agonist
CCOC(=O)C1=C(CN2CCSCC2)NC(=O)NC1c1cc(C)ccc1C (stereo not given)	8%	1%	-4%	3%	11%	-17%	5	10
O=C(CSc1nc(-c2ccc(F)cc2)cs1)N1CCOCC1	3%	2%	-7%	10%	-5%	4%	16	-8
C=CCSc1nc2sc3c(c2c(=O)n1CC=C)CCc1ccccc1-3	15%	17%	12%	·	-7%	5%	-11	5
CCCCn1c(N)c(N(CCOC)C(=O)c2cccc(S(=O)(=O)N3CCCCC3)c2)c(=O)[nH]c1=O	2%	5%	5%	4%	7%	-20%	7	-3
Cc1cc2c(NS(=O)(=O)c3ccc(F)cc3)cccc2nn1	-4%	-1%	10%	-5%	0%	-14%	-28	2
O=C(Nc1ccccc1)c1cc(S(=O)(=O)N2CCCCC2)ccc1N1CCOCC1	6%	4%	3%	?	-9%	13%	-1	-1
O=C(C1CCN(S(=O)(=O)c2ccc3c(c2)OCCO3)CC1)N1CCc2ccccc21	7%	-13%	15%	24%	-6%	-10%	9	10
NC(=O)C1(N2CCCCC2)CCN(C(=O)c2cc(COc3c(F)cccc3F)on2)CC1	-1%	-3%	0%	1%	-24%	?	99	0
CCOC(=O)C(CCC#N)(CCC#N)C(=O)OCC	-5%	14%	12%	23%	3%	-11%	-5	0
CCN(Cc1ccc(OC)c(COC)c1)CC1CCCN(CCc2cccc(OC)c2)C1 (stereo not given)	-19%	-21%	9%	-2%	8%	12%	0	-5
O=C(O)CSCC(=O)Nc1ccccc1	8%	3%	-1%	1%	-7%	-8%	-13	10
O=C(NN1C(=O)C2CC=C(Cl)CC2C1=O)c1ccncc1 (stereo not given)	-2%	-6%	2%	-4%	8%	23%	11	5
O=C1CC(=O)N(Cc2cccs2)C(=O)N1	-11%	-16%	2%	23%	9%	-8%	-14	-2
Cc1ccc(C(=O)/C=C/Nc2ccccc2C(N)=O)cc1	-18%	-18%	-4%	9%	27%	?	-80*	-1
Cc1nc(SCC(=O)c2ccccc2)c([N+](=O)[O-])[nH]1	-5%	16%	-3%	9%	9%	-18%	-11	5
CCCN(CC1CC1)C(=O)COc1ccccc1C(=O)NCc1ccccc1	9%	2%	3%	36%	3%	28%	40	2
CON(C)C(=O)CCC1CCCN1C(=O)OC(C)(C)C (stereo not given)	0%	-14%	4%	-2%	16%	9%	-10	7
Nn1c(-c2ccccc2Cl)nnc1-c1ccccc1Cl	-3%	9%	9%	1%	4%	6%	-9	0
COC(=O)c1ccccc1S(=O)(=O)N1CCC(C(=O)OC(C)C(=O)Nc2ccc(NC(C)=O)cc2)CC1 (stereo not given)	1%	4%	2%	7%	-4%	-19%	4	0
O=C(CNCCC1=CCCCC1)Nc1ccccc1N1CCCCC1	2%	-14%	20%	24%	-12%	-10%	?	-16
CCOC(=O)Cc1csc(NC(=O)c2c(-c3ccccc3)noc2C)n1	4%	27%	2%	21%	1%	-2%	19	2
CC(C)(C)c1ccc(C(=O)NCc2cccnc2)cc1	2%	9%	3%	-5%	-2%	11%	-10	-1
CSc1ccccc1C(=O)Nc1c(C)cccc1C	-13%	-11%	-4%	-14%	-13%	-26%	6	2
Cc1ccc(NC(=S)N(CCCN2CCOCC2)Cc2ccco2)cc1Cl	-1%	1%	17%	11%	-2%	10%	8	-23
NC(=O)c1ccc(NC(=O)COC(=O)/C=C/c2ccc(Br)o2)cc1	-6%	-6%	2%	·	4%	11%	1	-3
O=C1NC(=O)c2cc(NC(=O)c3cccc4ccccc34)ccc21	1%	9%	6%	-15%	18%	3%	-21	-15
CCOC(=O)C1=NOC(Cn2cc(C#N)c(=O)n(C)c2=O)C1 (stereo not given)	2%	1%	4%	-10%	6%	3%	12	-7
CCn1c(O)c(N=NC(=O)CNC(=O)c2cccnc2)c2ccccc21	4%	-12%	4%	0%	9%	12%	-16	-4
N#Cc1sc2nc(C3CC3)cc(-c3ccccc3)c2c1N	4%	22%	7%	-10%	-2%	14%	42	2
Clc1ccc(Cn2c(/C=C/c3ccco3)nc3ccccc32)cc1	5%	-11%	3%	38%	-6%	-3%	-12	3
O=C(O)c1ccccc1NC(=O)c1cc2ccccc2oc1=O	-7%	-14%	-3%	9%	-13%	-18%	75	21
O=C(NCc1ccccc1)c1onc(CSc2ccc(F)c(F)c2)c1C(=O)NCc1ccccc1	3%	2%	-2%	30%	2%	9%	-14	-9
CC(=O)Nc1ccc(S(=O)(=O)N2CCN(S(=O)(=O)c3ccc(F)c(F)c3F)CC2)cc1	0%	-12%	-8%	-25%	-6%	19%	0	-5
C[C@]1(CC/C(=C/CO)CO)[C@H](CO)CC[C@@]23COC(=O)C2=CCC[C@@H]31	-5%	-3%	4%	-30%	7%	-8%	-14	-2
CCCn1c(N)c(N(CCOC)C(=O)COC(=O)c2ccccc2NCCO)c(=O)[nH]c1=O	-6%	-7%	16%	36%	-1%	-5%	0	0
CCOc1cc(C2c3c(oc4ccccc4c3=O)C(=O)N2Cc2ccccc2Cl)ccc1O (stereo not given)	·	-15%	·	-9%	·	-1%	·	7
O=C(Nc1ccc(Cl)cc1)C1Cc2c(-c3cccc(F)c3)ccnc2O1 (stereo not given)	?	-53%[inhibitor]	-2%	?	7%	0%	0	-2
CCCS(=O)(=O)NC(=O)C1(C)CCN(C(=O)c2c(-c3ccccc3)noc2C)C1 (stereo not given)	3%	-17%	10%	-15%	8%	7%	-26	3
CCc1ccccc1NC(=O)Nc1cccs1	-5%	-14%	2%	-28%	-5%	7%	11	6
Fc1ccc(-c2noc3ncnc(NCc4cccc(Cl)c4)c23)cc1	·	17%	·	-16%	·	19%	·	0
O=S(=O)(c1ccc(N2CCCC2)cc1)C(F)(F)F	0%	-10%	-9%	1%	-17%	-16%	2	12
CC(C)(O)CN(C(=O)C(c1ccccc1)c1ccccc1)C1CCCCC1	13%	-11%	-3%	·	-7%	15%	-6	3
CCOC(=O)C1CCN(C(=O)c2ccccc2Oc2ccccc2)CC1	4%	-3%	2%	15%	3%	-2%	9	-2
O=C(NC(=S)N1CCCC1)c1ccccc1Cl	-2%	12%	-2%	-8%	-1%	9%	21	7
Cc1nc(NC(=O)COC(=O)CCS(=O)(=O)c2ccccc2Cl)c(Cl)cc1Cl	12%	13%	7%	22%	10%	-13%	-4	5
CCCCC(=O)Nc1ccc(C(=O)Nc2ccc3c(c2)OCO3)cc1	-1%	16%	10%	4%	2%	-14%	-13	0
Cc1c(C(=O)Nc2cc(F)cc(F)c2)cnn1-c1ccccc1	13%	10%	0%	-15%	-13%	?	-3	2
CC1=NN(C(N)=S)C(C)(C)C1	2%	5%	8%	-26%	6%	15%	4	7
Cc1ccc(S(=O)(=O)N2CCOCC2)cc1NC(=O)Cn1ccsc1=N	4%	22%	2%	12%	14%	9%	-3	1
O=C(Cc1cccc2ccccc12)Nc1cc(C(=O)O)cc(C(=O)O)c1	26%	9%	0%	4%	5%	-1%	77	-1
CCOn1c(=O)c(-c2ccc(Cl)cc2)[n+]([O-])c2ccccc21	0%	-22%	-12%	0%	8%	?	6	-3
O=C(CSc1n[nH]c(-c2ccc(F)cc2)n1)NCCc1ccccc1	·	-13%	·	12%	·	4%	·	5
CCc1cc(-c2n[nH]c(=S)n2C(C)c2ccccc2)cs1 (stereo not given)	3%	12%	16%	29%	-6%	13%	?	0
Clc1ccc(-c2nnc3c4ccccc4nc(N4CCOCC4)n23)cc1Cl	-1%	-43%[inhibitor]	8%	·	-9%	23%	12	-4
Cc1ccc(S(=O)(=O)Nc2ccc(Nc3nccn4c(-c5ccccc5Oc5ccccc5)cnc34)cc2)cc1	3%	-5%	3%	44%	-13%	7%	0	-11
CCOC(=O)C(C)Sc1nnc(CSc2nc3nc(C)cc(C)n3n2)o1 (stereo not given)	-3%	14%	0%	·	12%	-22%	3	-4
CCCC[n+]1c(C)sc2ccc(C)cc21	-1%	-7%	8%	-6%	10%	-5%	?	-17
COc1ccc(CCNC(=O)COC(=O)c2sc(C)nc2C)cc1	5%	-13%	-1%	9%	-20%	14%	13	1
CC(=O)Nc1ccc(NC(=O)C(C)OC(=O)CCCOc2ccc(Cl)c(C)c2)cc1 (stereo not given)	11%	12%	-4%	29%	9%	14%	5	-3
O=C(O)COc1c(-c2ccc(Cl)cc2)oc2ccccc2c1=O	27%	1%	26%	-1%	-10%	3%[9.22 µM]	-27	-6

Some of the entries so far, in CSV form.
canonical_smiles,aSyn rescue,Abeta yeast res,EPAC2 ag,FUS suppressor,EPAC2 antag,TDP-43 yeast inh,D3 antag,DRD3 agonist
Clc1ccc(-c2nnc3c4ccccc4nc(N4CCOCC4)n23)cc1Cl,-1%,-43%[inhibitor],8%,·,-9%,23%,12,-4
Cc1ccc(S(=O)(=O)Nc2ccc(Nc3nccn4c(-c5ccccc5Oc5ccccc5)cnc34)cc2)cc1,3%,-5%,3%,44%,-13%,7%,0,-11
CCOC(=O)C(C)Sc1nnc(CSc2nc3nc(C)cc(C)n3n2)o1 (stereo not given),-3%,14%,0%,·,12%,-22%,3,-4

Next part.
SMILES	aSyn rescue	Abeta yeast res	EPAC2 ag	FUS suppressor	EPAC2 antag	TDP-43 yeast inh	D3 antag	DRD3 agonist
COc1cc(NC(=S)NC(=O)CC(C)C)ccc1NC(=O)c1cc2ccccc2o1	1%	-9%	-11%	·	-1%	7%	1	-1
Oc1ccc(C[C@@H]2CNCCN2CC2CCCCC2)cc1	2%	-8%	5%	-33%	11%	7%	-18	9
O=C(NNc1nc2ccccc2s1)Nc1ccccc1	-13%	-6%	7%	-9%	-1%	11%	2	-5
COc1ccc(-c2cc(C)no2)cc1S(=O)(=O)Nc1ccc(NC(C)=O)cc1	0%	2%	11%	-10%	-22%	-15%	-13	1
NC(=O)C1(N2CCCCC2)CCN(C(=O)CSc2nc(C(F)(F)F)cc(=O)[nH]2)CC1	-3%	13%	-1%	-10%	-2%	9%	3	-2
CCOc1ccc(C2c3c(oc4ccccc4c3=O)C(=O)N2Cc2ccc3c(c2)OCO3)cc1 (stereo not given)	·	-4%	·	-15%	·	2%	·	-4
O=c1c2ccccc2cnn1Cc1nnc(-c2cccs2)o1	-3%	-12%	10%	?	5%	-21%	4	1
COc1nc(Nc2ccc3c(c2)OCO3)nc(OC)n1	-12%	-50%[inhibitor]	13%	-19%	17%	?	0	-3
